# Source: PubChem
# CCR6 antag – CCR6 (human) receptor antagonism; CHO-K1 CCR6 PathHunter beta-arrestin, luminescence, CCL20-stimulated; inhibition, % at 20 µM; hit rate 0.49% among 340,000;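 active = compounds whose inhibition of the agonist-driven luminescence signal at 20 µM reaches about 50%, limit read from the data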;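 note: cells stimulated with CCL20 at 14 nM final; plate controls were DMSO with CCL20 for no effect and DMSO without agonist for full effect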
# Target sequence (P51684 whole entry, looked up): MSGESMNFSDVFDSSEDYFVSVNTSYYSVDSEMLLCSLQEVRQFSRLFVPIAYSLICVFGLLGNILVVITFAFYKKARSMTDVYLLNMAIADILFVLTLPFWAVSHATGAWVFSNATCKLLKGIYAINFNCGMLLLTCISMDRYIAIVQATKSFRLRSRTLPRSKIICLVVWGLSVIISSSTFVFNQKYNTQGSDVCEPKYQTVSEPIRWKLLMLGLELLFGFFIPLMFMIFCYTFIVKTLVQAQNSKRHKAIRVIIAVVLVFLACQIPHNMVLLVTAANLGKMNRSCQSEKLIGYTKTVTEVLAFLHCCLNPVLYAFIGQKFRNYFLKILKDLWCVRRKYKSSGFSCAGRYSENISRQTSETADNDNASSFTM
# Gli-Sufu block – blocks Gli-Sufu signaling in a luciferase reporter. Sufu-KO-LIGHT fibroblasts, Gli luciferase reporter luminescence. inhibition, % at 5 µM. hit rate 0.74% among 340,000;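 active = inhibition above about 55%, limit read from the data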;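 note: 0% = DMSO-treated cells and 100% = wells with medium but no cells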
# EBI2 block – antagonists of human EBI2 receptor | AID 651636 | inhibition, % at 5 µM | EBI2 beta-arrestin recruitment, luminescence, 7a,25-OHC stimulated | P32249 | hit rate 0.81% among 360,000; in the data active = inhibition above about 38%;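 note: enzyme fragment complementation signal reports receptor beta-arrestin coupling in cells; 0% = agonist plus DMSO wells and 100% = wells without agonist; some results beyond the cut were filed as inactive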
# Target sequence (P32249 whole entry, looked up, the tested form may be a part): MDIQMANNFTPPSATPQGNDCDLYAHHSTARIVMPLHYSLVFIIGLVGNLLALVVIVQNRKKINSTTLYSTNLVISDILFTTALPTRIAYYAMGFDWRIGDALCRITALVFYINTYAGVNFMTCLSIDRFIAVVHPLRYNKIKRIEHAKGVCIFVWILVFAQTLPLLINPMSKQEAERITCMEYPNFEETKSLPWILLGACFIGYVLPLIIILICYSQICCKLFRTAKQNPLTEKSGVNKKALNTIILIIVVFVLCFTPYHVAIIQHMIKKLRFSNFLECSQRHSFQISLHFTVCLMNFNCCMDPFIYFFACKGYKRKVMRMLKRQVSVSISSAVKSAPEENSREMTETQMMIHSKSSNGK
# CXCR6 block – blocks human CXCR6 beta-arrestin recruitment; CHO-K1 PathHunter CXCR6 beta-arrestin, luminescence; inhibition, % at 20 µM; hit rate 0.36% among 360,000; AID 602244; in the data active = inhibition above about 34%, passing the limit was not always enough;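 note: antagonist mode with CXCL16 agonist at 10 nM final; 0% = 10 nM CXCL16 with DMSO and 100% = unstimulated wells without agonist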
# Target sequence (O00574 whole entry, looked up): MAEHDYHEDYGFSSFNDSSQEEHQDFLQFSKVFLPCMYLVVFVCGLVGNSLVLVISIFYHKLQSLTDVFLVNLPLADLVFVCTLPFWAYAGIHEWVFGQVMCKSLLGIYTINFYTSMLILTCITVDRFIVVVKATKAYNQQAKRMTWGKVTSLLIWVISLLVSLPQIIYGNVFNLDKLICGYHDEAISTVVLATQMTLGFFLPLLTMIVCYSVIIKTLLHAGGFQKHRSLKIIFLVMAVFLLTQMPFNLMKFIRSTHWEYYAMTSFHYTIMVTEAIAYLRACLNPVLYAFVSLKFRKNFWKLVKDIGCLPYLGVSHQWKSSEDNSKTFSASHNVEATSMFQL
# APOBEC3G inh – inhibitors of human APOBEC3G DNA deaminase | hit rate 0.28% among 330,000 | inhibition, % at 20 µM | AID 493012 | recombinant A3G, ssDNA deamination FAM/TAMRA fluorescence | Q9HC16;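 active = inhibition of at least 40% at 20 µM, with no more than 30% in the related APOBEC3A deaminase screen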;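 note: plate controls were DMSO wells with A3G for no effect and wells lacking A3G enzyme for full effect; some compounds called inactive have numbers as strong as hits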
# A3A deaminase – human APOBEC3A DNA deaminase inhibition. P31941. recombinant A3A, FAM/TAMRA ssDNA deamination fluorescence. inhibition, % at 20 µM. hit rate 0.41% among 330,000. AID 493011;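 active = at least 40% inhibition at 20 µM here, with at most 30% in a related deaminase screen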;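 note: plate controls were A3A with DMSO for no effect and wells lacking A3A enzyme for full effect; some results filed as inactive read as strong as hits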
# NR3A LBD binder – NR3A (human) ligand-binding domain modulation. NR3A LBD differential scanning fluorimetry, Tm shift; 0% = protein alone, 100% = glycine-bound protein. Tm shift relative to glycine control, % at 25 µM. hit rate 2.5% among 340,000;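 active = melting temperature shift of at least 10% of the positive control shift, at one fixed dose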
# MPTP inh – inhibitors of mitochondrial permeability transition pore. inhibition, % at 10 µM. isolated mouse mitochondria, Ca2+ swelling absorbance, 30 min. hit rate 1.4% among 360,000;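 active = inhibition of 50% or more, scaled per plate between neutral and stimulator controls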;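 note: 0% = DMSO wells given calcium and 100% = 1 mM EGTA wells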
# Active calls of the source: *; / = not tested or not shown.
(1) C[C@H](NC(=O)C1CC(=O)N(c2ccc3c(c2)OCO3)C1)C(=O)NC1CCCCC1 (some centres undefined)
(2) N#CCCN(Cc1ccccc1)C(=O)Nc1ccccc1
(3) C=CCNc1cc(C)oc(=O)c1C(=O)CC
(4) COc1ccc(-n2ncc3c2CC(C)(C)CC3NC(=O)c2cnc(C)cn2)cc1 (centres undefined)
(5) NC(=S)c1c(Cl)cc(C(F)(F)F)cc1Cl
(6) O=C(NCC1CCCO1)c1ccc(COc2ccc(Br)cc2)cc1 (centres undefined)
(7) CCn1c2ccccc2c2cc(NC(=O)COC(=O)c3cc(S(N)(=O)=O)c(Cl)cc3Cl)ccc21
(8) Cc1nnc(SCC(=O)c2c(N)n(C3CC3)c(=O)[nH]c2=O)n1-c1ccccc1
(9) CC1CCN(C(=O)CN2C(=O)NC3(CCCCCC3)C2=O)CC1
(10) CCn1c(CNC(=O)c2cc(OC)c(OC)c(OC)c2)cc2cc(C)ccc21

compound no.,1,2,3,4,5,6,7,8,9,10
CCR6 antag,9,11,2,-7,15,16,7,3,-4,9
Gli-Sufu block,28,2,-16,10,9,14,8,-9,-20,47
EBI2 block,-9,-9,-2,-4,-1,8,-4,4,-4,-4
CXCR6 block,0,5,-2,6,8,-6,-19,2,3,1
APOBEC3G inh,-7,-3,0,-4,-7,-1,-4,-5,-3,-3
A3A deaminase,-3,-2,3,-6,-4,4,-6,3,2,-3
NR3A LBD binder,0,1,0,1,1,-5,14*,9,1,-1
MPTP inh,1.0,2.3,0.2,-0.6,1.0,2.1,6.0,-1.5,-1.4,69*

# Structures shown so far that contain a Cl atom (two):
(5) NC(=S)c1c(Cl)cc(C(F)(F)F)cc1Cl
(7) CCn1c2ccccc2c2cc(NC(=O)COC(=O)c3cc(S(N)(=O)=O)c(Cl)cc3Cl)ccc21

compound no.,5,7
CCR6 antag,15,7
Gli-Sufu block,9,8
EBI2 block,-1,-4
CXCR6 block,8,-19
APOBEC3G inh,-7,-4
A3A deaminase,-4,-6
NR3A LBD binder,1,14*
MPTP inh,1.0,6.0

# Ordered by length of the SMILES (ascending): part of the list above
(9) CC1CCN(C(=O)CN2C(=O)NC3(CCCCCC3)C2=O)CC1
(1) C[C@H](NC(=O)C1CC(=O)N(c2ccc3c(c2)OCO3)C1)C(=O)NC1CCCCC1 (some centres undefined)
(7) CCn1c2ccccc2c2cc(NC(=O)COC(=O)c3cc(S(N)(=O)=O)c(Cl)cc3Cl)ccc21

compound no.,9,1,7
CCR6 antag,-4,9,7
Gli-Sufu block,-20,28,8
EBI2 block,-4,-9,-4
CXCR6 block,3,0,-19
APOBEC3G inh,-3,-7,-4
A3A deaminase,2,-3,-6
NR3A LBD binder,1,0,14*
MPTP inh,-1.4,1.0,6.0

# More compounds follow.
(11) Cc1[nH]c(-c2ccc(F)cc2)cc1C(=O)N1CCN(c2ccccc2)CC1
(12) O=S(=O)(/C=C/C=C/S(=O)(=O)c1ccccc1)c1ccccc1
(13) Cc1ccc(C2C3=C(NCCN=C3c3ccccc3)C(=O)N2c2ccccc2)cc1 (centres undefined)
(14) CCOc1ccc(Cn2c(SCCCCC#N)nc3c2c(=O)n(C)c(=O)n3C)cc1OCC
(15) O=C(NCC1CCCO1)C1CCC(=O)N1CCc1ccccc1 (centres undefined)
(16) NC(=S)N/N=C/c1ccc(-c2ccc(Cl)c(Cl)c2)o1
(17) CCOc1ccc(N2C(=O)/C(=C/c3ccccc3)N=C2SC)cc1
(18) COc1ccc(C(=O)c2ncc(C(F)(F)F)cc2Cl)cc1
(19) CC(C)Cn1c2c(c(=O)[nH]c1=O)C(NS(=O)(=O)c1ccc(Cl)cc1)(C(F)(F)F)C(=O)N2 (centres undefined)
(20) O=C(Oc1cccc(C(=S)N2CCOCC2)c1)c1ccc([N+](=O)[O-])cc1[N+](=O)[O-]

compound no.,11,12,13,14,15,16,17,18,19,20
CCR6 antag,1,89*,-4,2,4,15,13,9,-8,0
Gli-Sufu block,3,35,-2,-12,9,-3,-24,-7,-2,11
EBI2 block,86*,54*,0,13,1,9,20,-13,-5,14
CXCR6 block,-12,70*,3,-3,-1,3,-12,0,6,-13
APOBEC3G inh,-7,/,-4,26,-4,-7,-2,-4,1,-4
A3A deaminase,-4,/,-3,1,0,-17,5,1,5,-1
NR3A LBD binder,-3,13*,-1,3,2,4,0,-1,2,0
MPTP inh,1.5,-1.8,0.7,1.8,-0.7,2.0,3.6,-2.6,-0.4,-1.2

(21) CCCCOP(=O)(c1ccc(N(C)C)cc1)C(O)c1ccccc1F (centres undefined)
(22) CC(C)c1cc(CNC(=O)c2cc(COc3cncc(Cl)c3)on2)on1
(23) COc1ccc(-c2nc3cc(C)ccn3c2NC(=O)c2c(F)cccc2Cl)cc1
(24) COC(=O)[C@H](CC(C)C)NC(=O)Nc1ccc(F)cc1
(25) CCOP(=O)(OCC)C(Nc1ccccc1)c1ccc2c(c1)OCO2 (centres undefined)
(26) COC(=O)[C@@]1(Cc2ccccc2)[C@H]2C(=O)N(C)C(=O)[C@H]2[C@H]2CN=C(SCc3ccc(Cl)cc3)N21
(27) COc1cc(NC(=O)c2ccc(Cl)cc2)c(OC)cc1Cl
(28) CCCCCCCCCCCCCCCC[N+](C)(C)CCl
(29) COc1ccc(S(=O)(=O)Nc2ccc(-n3cnnn3)cc2)cc1Br
(30) CC(O)(CS(=O)(=O)Cc1ccc(Cl)cc1)C(=O)Nc1cccc(C(F)(F)F)c1 (centres undefined)

compound no.,21,22,23,24,25,26,27,28,29,30
CCR6 antag,5,20,5,7,14,25,14,41,1,-1
Gli-Sufu block,24,-12,0,6,0,13,0,58*,-5,4
EBI2 block,-8,4,-10,-5,5,6,22,-6,-5,2
CXCR6 block,6,-3,9,6,3,14,1,22,-4,-2
APOBEC3G inh,-9,-4,-2,-1,-4,-4,-3,/,-4,-4
A3A deaminase,2,0,2,1,-1,-1,4,/,-2,0
NR3A LBD binder,-1,3,-1,0,0,0,10,-1,-8,-3
MPTP inh,-0.1,0.0,0.4,2.5,0.7,0.8,3.4,17,-1.1,1.6

(31) O=C(CSc1nc2ccc([N+](=O)[O-])cc2[nH]1)NC1CCCC1
(32) O=C(CNC(=O)c1ccccc1O)N/N=C/c1ccccn1
(33) CCNc1nc2c(c(=O)[nH]c(=O)n2C)n1CC(C)C
(34) COC(=O)c1cc(C(=O)OCC(=O)NC2CCCC2)cc([N+](=O)[O-])c1
(35) C=CCNC(=O)c1cc(-c2cccnc2)nc2ccccc12
(36) C=CCC[C@@H](Cc1ccc(F)cc1)C(=O)OC[C@@H](Cc1ccccc1)NC(=O)[C@H](CC=C)CC(=O)NCCO
(37) O=C(COc1cccc(NC(=O)c2ccco2)c1)c1ccccc1
(38) CN(Cc1ccccc1F)C(=O)c1ccccc1Sc1ccccc1C#N
(39) CCOc1ccc(N2C(=O)S/C(=C\c3cccn3C)C2=O)cc1
(40) CC(C)N1C(=O)/C(=C/c2nc3ccccc3c(=O)n2-c2ccccc2)c2ccccc21

compound no.,31,32,33,34,35,36,37,38,39,40
CCR6 antag,14,2,10,-2,-2,9,6,16,5,11
Gli-Sufu block,4,-13,4,1,19,-7,-17,3,-24,12
EBI2 block,6,-2,-5,-7,6,9,-5,12,1,56*
CXCR6 block,6,-4,1,-11,3,7,-3,10,-8,13
APOBEC3G inh,1,-6,-4,-9,-5,-2,-7,-2,-2,-5
A3A deaminase,-1,-2,-1,-4,0,0,-4,7,1,-1
NR3A LBD binder,-1,-1,0,0,-1,2,2,1,-1,2
MPTP inh,9.0,0.1,0.0,1.4,-0.1,2.0,0.9,-2.3,2.4,-1.2

(41) Cc1ccccc1OCC(=O)Nc1ccc(C(=O)Nc2ccccc2C(=O)O)cc1
(42) CCN(CC(=O)Nc1ccc2c(c1)OCCO2)C(=O)COc1ccc(C)cc1
(43) N#Cc1ccc(CSc2ncnc3c2cnn3Cc2ccccc2)cc1
(44) COC(=O)c1sc(NC(=S)NC(=O)c2ccc(C)cc2)nc1C
(45) COc1ccc(NS(=O)(=O)c2ccc(O)c(C(=O)OCC(=O)N3CCCCC3)c2)cc1
(46) COc1ccccc1Nc1ncc(-c2cccs2)s1
(47) Cc1ccc(Cl)cc1NC(=O)N(C)CCO
(48) CCN(CC)c1ccc(NC(=O)c2nc3nc(C)cc(C(F)F)n3n2)cc1
(49) CCCc1nnc(SCC(=O)Nc2ccc(NC(C)=O)cc2)n1-n1cccc1
(50) O=C(OCc1ccc([N+](=O)[O-])cc1)c1ccc2ccccc2n1

compound no.,41,42,43,44,45,46,47,48,49,50
CCR6 antag,6,12,20,13,7,18,1,6,1,9
Gli-Sufu block,7,4,6,-42,1,-2,3,6,-8,3
EBI2 block,1,5,4,3,-7,2,-6,3,8,-12
CXCR6 block,3,18,7,2,-7,1,2,-9,-3,3
APOBEC3G inh,-1,-7,-5,-5,-6,11,-6,-6,-4,-5
A3A deaminase,0,-5,8,-3,-2,5,-3,0,4,1
NR3A LBD binder,7,0,4,-2,1,0,-8,3,0,-2
MPTP inh,-0.8,-1.2,0.4,0.1,0.9,-2.4,-0.2,-0.7,-1.3,1.3

(51) CCc1ccc(S(=O)(=O)c2nnn3c2nc(N2CCOCC2)c2ccccc23)cc1
(52) CC1CN(C(=O)c2ccncc2)CC(C)O1 (centres undefined)
(53) CC(C)COC(=O)Nc1ccccc1C(=O)N1CCOCC1
(54) Cc1cc(C)n2nc(-c3ccc(Cl)cc3)cc2n1
(55) COc1ccc(-c2oc(=O)c3cc(OC)c(OC)cc3c2C#CCCCO)cc1
(56) CCC(C(=O)NCCCN1CC(C)CC(C)C1)n1nc(C)c2sc3ccccc3c2c1=O (centres undefined)
(57) COc1ccc(N=C2S/C(=C\c3cc(C)n(C)c3C)C(=O)N2CC(C)C)cc1
(58) CCOC(=O)C1CCN(C(=O)CNC(=O)Cn2c(C)cc3ccccc3c2=O)CC1
(59) O=C1c2cccc([N+](=O)[O-])c2C(=O)N1c1c[nH]c(=O)[nH]c1=O
(60) CC(=O)c1c(C)[nH]c(C(=O)OCC(=O)Nc2cc(S(=O)(=O)N3CCCCC3)ccc2C)c1C

compound no.,51,52,53,54,55,56,57,58,59,60
CCR6 antag,17,-27,0,-1,10,16,9,9,-2,-2
Gli-Sufu block,-11,-10,-7,-34,17,24,-2,29,-19,2
EBI2 block,14,/,-3,20,32,1,29,8,-4,-13
CXCR6 block,-2,/,-8,4,0,18,6,10,-2,-3
APOBEC3G inh,-5,-8,-5,-5,-5,-8,-4,-2,-2,-7
A3A deaminase,-4,-7,1,1,-1,-6,-3,4,1,1
NR3A LBD binder,-3,-2,1,0,0,-1,-2,1,6,-1
MPTP inh,-0.5,/,0.0,1.2,-0.4,-0.9,1.1,0.4,-1.2,1.5

(61) O=C(Nc1nnc(SCc2ccccc2F)s1)C1=COCCO1
(62) CCCCN(C(=O)c1cccc(S(=O)(=O)N2CC(C)OC(C)C2)c1)c1c(N)n(CCCC)c(=O)[nH]c1=O (centres undefined)
(63) COc1cc(/C=N/N2CCN(c3ccccc3OC)CC2)ccc1OC(C)=O
(64) Cc1ccc(NC(=O)c2sc(Cl)nc2-c2ccccc2)cc1C
(65) Cc1nnsc1C(=O)NNS(=O)(=O)c1ccccc1
(66) CCn1c(=O)c2c(nc3n2CCCN3CCc2ccc(OC)c(OC)c2)n(C)c1=O
(67) O=C(CN1CSCC1=O)N1CCN(S(=O)(=O)c2ccc(Cl)cc2)CC1
(68) O=C(N/N=C/c1ccccc1)c1ccc(NC(=O)c2ccc(F)cc2)cc1

compound no.,61,62,63,64,65,66,67,68
CCR6 antag,-6,1,3,15,-6,2,11,-2
Gli-Sufu block,-25,0,8,14,-5,2,/,-69
EBI2 block,3,8,2,-1,-13,-5,-2,5
CXCR6 block,8,-2,-6,4,-5,-4,-4,9
APOBEC3G inh,-6,-3,-5,-2,-2,-9,-8,3
A3A deaminase,0,18,-6,0,3,-6,-5,2
NR3A LBD binder,3,0,0,-3,5,-1,1,33*
MPTP inh,-0.9,0.2,2.0,0.6,-4.0,-0.9,-0.1,0.8
